# High-throughput results from PubChem BioAssay.
# M1 ag parental: counter-screen for M1 agonists: effect in parental CHO-K1 cells; Fluo-8 calcium fluorescence; scaled to maximal ATP response, vehicle zero; activation, % at 3 µM; 360,000 compounds, 0.48% hits; in the data active means activation above about 15%;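 further: untransfected CHO-K1 host cells lacking M1 receptor as counterscreen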
# OXTR potentiate: human OXTR potentiators, primary screen, fluorescence, CHO-OTR cells, Fluo-8 calcium | activation, % at 3 µM | 320,000 compounds, 0.061% hits | Oxytocin receptor (Homo sapiens), P30559 | Fluo-8 calcium fluorescence, potentiator mode; 0% = oxytocin EC15, 100% = EC100;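 active means activation above that plate's cutoff, the mean activation of tested compounds plus 3 SD, cut at about 6.6% in these data, passing the limit was not always enough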;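 further: 100% uses oxytocin at 75 nM as the full agonist control; some results filed as inactive read as strong as hits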
# Target sequence (P30559 whole entry, looked up): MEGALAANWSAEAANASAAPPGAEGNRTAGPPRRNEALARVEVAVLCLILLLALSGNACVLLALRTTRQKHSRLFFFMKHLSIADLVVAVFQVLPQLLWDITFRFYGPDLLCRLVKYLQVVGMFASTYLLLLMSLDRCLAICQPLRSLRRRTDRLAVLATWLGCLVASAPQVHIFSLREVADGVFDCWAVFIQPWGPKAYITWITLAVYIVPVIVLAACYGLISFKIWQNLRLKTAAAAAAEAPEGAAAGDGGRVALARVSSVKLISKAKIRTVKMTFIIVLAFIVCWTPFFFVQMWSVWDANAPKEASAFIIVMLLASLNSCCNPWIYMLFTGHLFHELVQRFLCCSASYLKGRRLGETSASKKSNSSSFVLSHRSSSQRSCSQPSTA
#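 Material: human OTR in CHO cells. Compound: 3.0 µM, one dose. Timing: compound 6 min at room temperature before oxytocin, 100 s read. Evaluation: % activation of max/min ratio relative to oxytocin controls. Replication: single well per compound, singlicate. Signal: Fluo-8 calcium dye fluorescence.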
# M1 ag: human M1 muscarinic receptor agonists, primary screen, Fluo-8 calcium fluorescence, CHO-K1 cells, HTS; Muscarinic acetylcholine receptor M1 (Homo sapiens), P11229; CHO-K1 hM1, agonist mode; 0% DMSO, 100% acetylcholine EC100; activation, % at 3 µM; 360,000 compounds, 0.33% hits; AID 588814, 2011;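 active means activation above the run's mean compound activation plus 3 SD, cut at about 16% in these data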;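 further: peak over basal fluorescence ratio within a 140 s kinetic read after compound addition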
# Target sequence (P11229 whole entry, looked up): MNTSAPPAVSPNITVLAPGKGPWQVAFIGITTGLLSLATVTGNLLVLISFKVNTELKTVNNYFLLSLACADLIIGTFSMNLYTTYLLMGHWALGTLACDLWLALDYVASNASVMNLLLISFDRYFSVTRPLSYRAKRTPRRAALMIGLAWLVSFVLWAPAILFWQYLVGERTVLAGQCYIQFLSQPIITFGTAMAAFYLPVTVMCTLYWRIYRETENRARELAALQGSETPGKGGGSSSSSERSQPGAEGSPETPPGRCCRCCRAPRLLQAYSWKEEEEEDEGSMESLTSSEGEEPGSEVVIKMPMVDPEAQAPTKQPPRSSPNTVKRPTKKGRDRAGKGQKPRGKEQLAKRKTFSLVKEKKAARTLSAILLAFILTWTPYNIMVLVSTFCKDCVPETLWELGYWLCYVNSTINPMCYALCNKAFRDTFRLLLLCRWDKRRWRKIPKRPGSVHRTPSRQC
# CHO-K1 Ca antag: nonselective inhibitor or artifact in parental CHO-K1 cells; ATP-induced calcium, Fluo-8 fluorescence; inhibition, % at 3 µM; 360,000 compounds, 0.6% hits;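 active means inhibition above a per-plate cutoff, the plate's mean sample inhibition plus 3 SD, cut at about 24% in these data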;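 further: 0% = DMSO plus EC80 ATP and 100% = DMSO alone without ATP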
# CHO-K1 Ca PAM: nonselective calcium activators in parental CHO-K1 cells, primary screen, counter-screen for M1 PAM project, cell-based, Fluo-8 calcium fluorescence, full deck, 1536-well; ATP EC20; 0% at ATP EC20, 100% at ATP max; activation, % at 3 µM; 360,000 compounds, 0.02% hits; AID 602247, 2012;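 active means activation above the run cutoff, the mean activation of all test compounds plus 3 SD, cut at about 40% in these data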;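 further: peak over basal fluorescence ratio in a 140 s read after ATP addition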
# TAAR1 antag: human TAAR1 antagonists, primary screen, Fluo-8 calcium fluorescence, CHO RD-HGA16 cells | Trace amine-associated receptor 1 (Homo sapiens), Q96RJ0 | antagonist | inhibition, % at 3 µM | 360,000 compounds, 1.5% hits;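 active means inhibition above a per-plate cutoff, the mean inhibition of test compounds on that plate plus 3 SD, cut at about 49% in these data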;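 further: 0% = DMSO plus EC80 beta-PEA response and 100% = DMSO alone without agonist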
#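 Assay system: CHO-derived RD-HGA16 cells stably expressing human TAAR1 plus Gα16. Timing: 140 s kinetic read after compound, 140 s after agonist. Technique: kinetic Fluo-8 calcium fluorescence measurement. Measure: % inhibition of agonist calcium response.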
# TAAR1 agonist: human TAAR1 agonists, primary screen, Fluo-8 calcium fluorescence, CHO RD-HGA16 cells; vehicle wells 0%, saturating PEA agonist 100%; activation, % at 3 µM; 360,000 compounds, 0.99% hits; AID 624467, 2012;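 active means activation above the mean activation of all test compounds in the run plus 3 SD, cut at about 38% in these data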
#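 Repeats: no replicates (n 1) | Material: CHO-derived RD-HGA16 cells with stable Gα16 and human TAAR1 | Technique: Kinetic Fluo-8 calcium fluorescence | Schedule: 17-24 h seeding, 75 min 37 °C dye, 30 min RT | Evaluation: % activation from peak over basal fluorescence ratio, DMSO-to-PEA scaled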
# CHO parental Ca: ATP-evoked calcium signal inhibitors, parental CHO, primary screen, counter-screen for OX1R antagonist project, cell-based, fluorescence, Fluo-8 calcium dye | parental CHO-K1, ATP-induced calcium, Fluo-8 fluorescence | inhibition, % at 5.6 µM | 330,000 compounds, 0.63% hits | AID 463079, 2010;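 active means inhibition above that plate's mean sample inhibition plus 3 SD, cut at about 26% in these data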;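 further: 0% = ATP-challenged DMSO wells and 100% = DMSO wells without ATP; some compounds past the cut are filed as inactive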
#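 Test system: untransfected parental CHO cell line; also added: ATP stimulus; dosing: 5.6 µM, single dose; signal: calcium-sensitive Fluo-8 fluorescence; measure: percent inhibition of ATP-evoked calcium rise, normalized to controls; benchmarks: low control ATP plus DMSO, high control DMSO only; replication: one well per compound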
# M1 antag: human M1 muscarinic receptor antagonists, primary screen, CHO-K1 cells, Fluo-8 calcium fluorescence, 1536-well; inhibition, % at 3 µM; Muscarinic acetylcholine receptor M1 (Homo sapiens), P11229; 360,000 compounds, 1.3% hits; AID 588852, 2011; CHO-K1 hM1, ACh EC80 antagonist;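 active means percent inhibition above its own plate's cutoff, namely the mean of that plate's compound wells plus 3 SD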;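 further: peak over basal fluorescence ratio during 140 s after agonist addition; 0% = ACh EC80 plus DMSO and 100% = DMSO alone without agonist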
# * marks the source's active call; other numbers are inactive results; x = no result given.
# Codes: A = M1 ag parental; B = OXTR potentiate; C = M1 ag; D = CHO-K1 Ca antag; E = CHO-K1 Ca PAM; F = TAAR1 antag; G = TAAR1 agonist; H = CHO parental Ca; I = M1 antag
> CCn1c(SCc2ccccc2)nnc1C1CCN(S(=O)(=O)c2ccc(OC)cc2)CC1
  A: 2.4; B: -22; C: -2; D: 2; E: 9; F: -5; G: 7; H: -6; I: 8

> Cc1cccc(C)c1NC(=O)NS(=O)(=O)c1ccccc1
  A: 0.1; B: x; C: 0; D: -10; E: 13; F: -8; G: 2; H: x; I: 2

> COc1ccccc1-c1nn2c(C3COc4ccccc4O3)nnc2s1 (configuration not stated)
  A: 0.1; B: -6; C: -3; D: 2; E: 12; F: 9; G: 7; H: -13; I: -4

> O=C(Nc1ccc2nc[nH]c2c1)c1ccco1
  A: 0.3; B: -3; C: -3; D: -2; E: 6; F: -8; G: 0; H: -7; I: -12

> COc1ccc(Cl)c(Cn2c(NCc3ccco3)nc3c2c(=O)n(C)c(=O)n3C)c1
  A: 1.8; B: 3; C: -5; D: -3; E: 14; F: 4; G: 9; H: -25; I: 1

> O=C(Nc1nccs1)c1ccc2ccccc2n1
  A: -0.4; B: 7; C: -8; D: -12; E: -12; F: 10; G: 1; H: -14; I: -13

> CN(Cc1c(F)cccc1Cl)C(=O)CNC(=O)c1sc2ccccc2c1Cl
  A: 0.9; B: -3; C: 0; D: -9; E: 5; F: 4; G: 3; H: -20; I: -5

> COc1ccccc1NC(=O)N(C)C[C@H]1OCc2cnnn2CCCC(=O)N([C@@H](C)CO)C[C@H]1C
  A: 1.0; B: x; C: -3; D: -14; E: 17; F: -3; G: 2; H: x; I: 3

> CC1Cc2cc(-c3csc(N)n3)ccc2O1 (configuration not stated)
  A: 0.9; B: 0; C: -4; D: -3; E: 13; F: -10; G: 3; H: -8; I: -18

> O=C(O)CSc1nnc(COc2ccc(Br)cc2)n1-c1ccccc1
  A: -0.4; B: -9; C: 1; D: 12; E: -19; F: 0; G: 7; H: -7; I: -13

# Of the compounds above, 3 have a halogen.
# Codes: A = M1 ag parental; B = OXTR potentiate; C = M1 ag; D = CHO-K1 Ca antag; E = CHO-K1 Ca PAM; F = TAAR1 antag; G = TAAR1 agonist; H = CHO parental Ca; I = M1 antag
> COc1ccc(Cl)c(Cn2c(NCc3ccco3)nc3c2c(=O)n(C)c(=O)n3C)c1
  A: 1.8; B: 3; C: -5; D: -3; E: 14; F: 4; G: 9; H: -25; I: 1

> CN(Cc1c(F)cccc1Cl)C(=O)CNC(=O)c1sc2ccccc2c1Cl
  A: 0.9; B: -3; C: 0; D: -9; E: 5; F: 4; G: 3; H: -20; I: -5

> O=C(O)CSc1nnc(COc2ccc(Br)cc2)n1-c1ccccc1
  A: -0.4; B: -9; C: 1; D: 12; E: -19; F: 0; G: 7; H: -7; I: -13

# Further structures
# Codes: A = M1 ag parental; B = OXTR potentiate; C = M1 ag; D = CHO-K1 Ca antag; E = CHO-K1 Ca PAM; F = TAAR1 antag; G = TAAR1 agonist; H = CHO parental Ca; I = M1 antag
> Cc1cc(CN(C)C(=O)c2ccc(OC3CCN(CCc4ccccc4)CC3)cc2)on1
  A: 4.7; B: -5; C: -3; D: -10; E: 14; F: 8; G: 1; H: -26; I: 16

> COc1ccc(NS(=O)(=O)c2ccc(O)c(C(=O)OCC(=O)N3CCCCC3)c2)cc1
  A: 1.9; B: -5; C: -1; D: -10; E: 10; F: -8; G: 8; H: -20; I: 7

> COc1ccccc1CNC(=O)C1(NC(=O)Nc2ccc(C)cc2)CCCCC1
  A: -0.6; B: 0; C: -8; D: 0; E: 13; F: -14; G: 5; H: -21; I: -6

> Cc1cc(N2CCOCC2)cc(C)[n+]1[O-]
  A: 0.6; B: -4; C: -5; D: -6; E: 22; F: 2; G: 14; H: 6; I: -6

> CC(C)n1c(SCC(=O)NC2CC2)nnc1-c1ccco1
  A: 0.6; B: 0; C: -1; D: -5; E: 9; F: -4; G: 0; H: -10; I: -14

> CN(CC(=O)NCCc1ccccn1)S(=O)(=O)c1ccc(Cl)cc1
  A: 1.3; B: -1; C: -5; D: -25; E: 16; F: -29; G: 0; H: 8; I: -17

> COc1ccc(Cl)cc1NC(=O)CN(C)C(=O)CN1C(=O)NC2(CCCC2)C1=O
  A: -0.3; B: -14; C: 1; D: 13; E: -11; F: -4; G: 1; H: 1; I: -2

> CCOC(=O)c1cnc2c(-c3ccc(F)cc3)cnn2c1C(F)(F)F
  A: 2.4; B: x; C: -1; D: -7; E: -2; F: x; G: x; H: x; I: -10

> O=C(NC(Cc1c[nH]c2ccccc12)C(=O)Nc1ccc(OC(F)(F)F)cc1)c1cccs1 (configuration not stated)
  A: 0.3; B: -6; C: -5; D: -11; E: 9; F: 5; G: 4; H: -4; I: 6

> COc1ccc(CN(C)CCCn2cnc3c(OCc4ccccc4)ncnc32)cc1
  A: -0.1; B: x; C: -10; D: -2; E: 8; F: -7; G: 0; H: x; I: 0

> N#CCCN(C(=O)Nc1ccc(Cl)c(Cl)c1)c1ccccc1
  A: 2.8; B: -14; C: -11; D: -2; E: -7; F: 23; G: 11; H: 8; I: 3

> Cc1cnc(NC(=O)CSCc2c(C)noc2C)s1
  A: 0.2; B: -8; C: -2; D: -2; E: -11; F: -14; G: 7; H: -10; I: 2

> O=C(CCc1nc(-c2ccccc2Cl)no1)NCCc1ccccc1
  A: 0.6; B: -10; C: -6; D: -1; E: -8; F: -9; G: 58*; H: -13; I: -10

> Cc1ncc([N+](=O)[O-])n1CC(=O)NC1CCCCC1
  A: 0.5; B: 0; C: -7; D: -6; E: 6; F: -18; G: 2; H: -6; I: -15

> Cc1ccc(-c2nn(-c3ccccc3)cc2CSC(=N)N)cc1
  A: 4.7; B: -12; C: 0; D: -9; E: 16; F: 10; G: 76*; H: -2; I: 0

> COc1ccc(-c2nc(CN3CCN(Cc4cccc(Cl)c4)CC3)c(C)o2)cc1
  A: 0.5; B: -4; C: -6; D: 2; E: 10; F: -14; G: 1; H: -33; I: -10

> COc1ccccc1-c1noc(-c2cccnc2)n1
  A: 0.6; B: -15; C: -1; D: -3; E: 15; F: 1; G: 1; H: -14; I: -1

> COc1ccc(C=O)c2[nH]c3c(Cl)ncnc3c12
  A: 7.4; B: x; C: -6; D: -7; E: 15; F: -12; G: 0; H: x; I: -9

# Sorted by molecular weight (high to low): some entries from above.
# Codes: A = M1 ag parental; B = OXTR potentiate; C = M1 ag; D = CHO-K1 Ca antag; E = CHO-K1 Ca PAM; F = TAAR1 antag; G = TAAR1 agonist; H = CHO parental Ca; I = M1 antag
> COc1ccc(-c2nc(CN3CCN(Cc4cccc(Cl)c4)CC3)c(C)o2)cc1
  A: 0.5; B: -4; C: -6; D: 2; E: 10; F: -14; G: 1; H: -33; I: -10

> Cc1ncc([N+](=O)[O-])n1CC(=O)NC1CCCCC1
  A: 0.5; B: 0; C: -7; D: -6; E: 6; F: -18; G: 2; H: -6; I: -15

> COc1ccccc1-c1noc(-c2cccnc2)n1
  A: 0.6; B: -15; C: -1; D: -3; E: 15; F: 1; G: 1; H: -14; I: -1

# In the list so far, these contain a thiophene ring, fused or not.
# Codes: A = M1 ag parental; B = OXTR potentiate; C = M1 ag; D = CHO-K1 Ca antag; E = CHO-K1 Ca PAM; F = TAAR1 antag; G = TAAR1 agonist; H = CHO parental Ca; I = M1 antag
> CN(Cc1c(F)cccc1Cl)C(=O)CNC(=O)c1sc2ccccc2c1Cl
  A: 0.9; B: -3; C: 0; D: -9; E: 5; F: 4; G: 3; H: -20; I: -5

> O=C(NC(Cc1c[nH]c2ccccc12)C(=O)Nc1ccc(OC(F)(F)F)cc1)c1cccs1 (configuration not stated)
  A: 0.3; B: -6; C: -5; D: -11; E: 9; F: 5; G: 4; H: -4; I: 6
